NR2E3 ag-1: agonists of human nuclear receptor NR2E3; inhibition of corepressor binding, % at 4.78 µM; 320,000 tested, 0.12% active; GST-NR2E3/biotin-RetCOR TR-FRET, 1536-well; AID 2300;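 active = percent inhibition above the cutoff of mean plus 3 SD of all tested compounds, set per screening campaign, cut at about 20% in these data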;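 also: 0% = DMSO wells and 100% = biotin wells as full block of FRET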
Target sequence (Q9Y5X4 whole entry, looked up): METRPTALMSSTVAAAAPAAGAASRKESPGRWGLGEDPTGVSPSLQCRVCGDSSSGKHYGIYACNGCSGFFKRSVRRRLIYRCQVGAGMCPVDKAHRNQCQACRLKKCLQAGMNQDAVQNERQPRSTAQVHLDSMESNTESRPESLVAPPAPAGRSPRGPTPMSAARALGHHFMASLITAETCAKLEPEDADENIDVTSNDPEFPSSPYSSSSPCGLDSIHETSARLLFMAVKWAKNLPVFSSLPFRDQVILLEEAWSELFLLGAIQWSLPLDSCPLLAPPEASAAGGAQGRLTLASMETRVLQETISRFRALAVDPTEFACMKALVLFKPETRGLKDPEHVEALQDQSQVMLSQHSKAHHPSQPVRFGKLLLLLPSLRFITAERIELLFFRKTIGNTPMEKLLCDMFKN
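Format: 1536-well format; test system: GST-NR2E3 and biotin-RetCOR proteins; read-out basis: percent inhibition of TR-FRET ratio; timing: 5 h incubation at 4 °C; detection: time-resolved FRET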
CF NFkB inh: inhibitors of cystic fibrosis induced NF-kB; inhibition, % at 5 µM; 360,000 tested, 0.86% active; KKLEB NF-kB-GFP reporter, PAF-induced, GFP fluorescence overnight;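 active = at least 50% inhibition at 5 µM, scaled per plate between neutral and stimulator controls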;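 also: PAF is a Pseudomonas aeruginosa culture filtrate used as stimulus; plate controls were PAF-stimulated DMSO wells for no effect and unstimulated DMSO wells for full effect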
C8 TRAIL sens: caspase-8 TRAIL sensitization; 360,000 tested, 1% active; inhibition (viability loss, TRAIL sensitization), % at 10 µM; NB7+C8 cells + TRAIL, ATPlite viability luminescence;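 active = compounds causing at least 50% loss of cell viability in the single-dose screen, relative to plate controls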
Peg3 promoter: Peg3 promoter activity inhibition; AID 588405; HeLa PEG-Prom luciferase reporter, luminescence, overnight; inhibition, % at 20 µM; 360,000 tested, 1.7% active;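 active = inhibition of at least 50% at 20 µM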
TRPM1 prom inh: reduces MITF-dependent TRPM1 promoter luciferase signal. inhibition, % at 12.5 µM. 330,000 tested, 0.83% active. SK-MEL-5 TRPM1 promoter luciferase, 24 h. AID 488899;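 active = mean inhibition across replicates of 60% or more, whatever share of single replicates reaches that level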; also: values of inactives mirror those of a sister screen read the other way
HIF-2a inh: blocks HIF-2a reporter activity; 786-0 RCC cells HIF-2a reporter, luciferase luminescence, overnight; inhibition, % at 18.8 µM; 360,000 tested, 0.72% active;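 active = inhibition of the luminescence signal of 40% or more relative to plate controls, in a single-dose primary screen at 18.75 µM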
NR2E3 ag-2: human photoreceptor-specific nuclear receptor agonism; Q9Y5X4; CHO-S Gal4-NCOR/VP16-NR2E3 two-hybrid, luciferase; inhibition of corepressor binding, % at 3.98 µM; 360,000 tested, 0.35% active; AID 602229;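 active = inhibition above the mean of all tested compounds plus 3 SD, cut at about 70% in these data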;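 also: 0% = DMSO with NR2E3 transfected cells and 100% = cells lacking NR2E3 construct; higher means lower luciferase signal from less NR2E3 corepressor binding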
Shn3 3UTR inh: Schnurri-3 reporter inhibition in Clone20 osteoblasts | Clone20 osteoblast Shn3 3'UTR firefly luciferase, 24 h | inhibition, % at 12.5 µM | 360,000 tested, 0.52% active;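 active = mean inhibition of at least 75% with every replicate also reaching 75%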;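 also: 0% = median of neutral control wells and 100% = pilot-screen positive control compound; some compounds past the cut are filed as inactive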
KKLEB tox: counter-screen for CF NF-kB inhibitors: cytotoxicity. KKLEB CF airway cells viability, ATPlite luminescence, overnight; active compounds read low; cells stimulated with P. aeruginosa culture filtrate. 360,000 tested, 0.36% active. activity change (cytotoxicity), % at 5 µM. AID 602141;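 active = corrected activity change at or below -50% at 5 µM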
TROY NFkB inh: TROY signaling inhibition. Q293 LMP1-TROYcd NF-kB luciferase reporter, 4 h. inhibition, % at 10 µM. 360,000 tested, 0.98% active;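 active = compounds whose plate-normalised and pattern-corrected inhibition of the luciferase reporter signal at the single screening dose is 50% or more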
TWEAK Fn14 block: inhibitors of TWEAK-Fn14 interaction signaling. TWEAK-stimulated Fn14 reporter cells, luciferase luminescence, 8 h. inhibition, % at 10 µM. 360,000 tested, 2% active. AID 1159606; in the data active = inhibition above about 50%
* = called active by the depositor; / = not tested or not shown. This is a subset. The share of hits here may be higher or lower than overall.

The first 8 entries, ahead of the listing:
1	COc1ccc(CCNC(=O)C2CCN(S(=O)(=O)c3ccc4c(c3)oc(=O)n4C)CC2)cc1OC
2	CSc1ccccc1NC(=O)CSc1nnc(COc2ccccc2)o1
3	NC(=O)c1sc2nc3c(c(-c4cccs4)c2c1N)CCCCC3
4	Cc1ccc(C2c3c(oc4cc(C)c(C)cc4c3=O)C(=O)N2CCCN2CCOCC2)cc1 (stereo not given)
5	Cc1ccc(-c2nnn(CC(=O)N(c3ccccc3)C(C(=O)NC3CCCC3)c3ccncc3)n2)o1 (stereo not given)
6	O=C(NCC1CCCO1)c1cccc(S(=O)(=O)Nc2cccc(C(F)(F)F)c2)c1 (stereo not given)
7	O=C(NCc1cccnc1)C1CCN(S(=O)(=O)c2cccnc2)CC1
screen / no.,1,2,3,4,5,6,7
NR2E3 ag-1,6,0,2,11,-2,/,1
CF NFkB inh,18,7,91*,0,12,-25,7
C8 TRAIL sens,20,-6,1,-5,-25,-1,-10
Peg3 promoter,13,-2,14,-5,21,4,-1
TRPM1 prom inh,6,5,-1,-2,-1,-3,-5
HIF-2a inh,6,5,34,-10,13,14,2
NR2E3 ag-2,1,-5,-38,-2,-18,-17,-32
Shn3 3UTR inh,-19,2,-5,7,7,12,/
KKLEB tox,-4,-2,-51*,0,3,5,-2
TROY NFkB inh,4,-13,-6,-3,-7,-8,-6
TWEAK Fn14 block,-4,-12,76*,-5,-5,-10,12

8	Cc1ccc(N2C(=O)[C@@H]3[C@H](C2=O)[C@H]2C=CC=NN2[C@@H]3C(=O)Nc2ccccc2)cc1
screen / no.,8
NR2E3 ag-1,0
CF NFkB inh,-3
C8 TRAIL sens,1
Peg3 promoter,-10
TRPM1 prom inh,5
HIF-2a inh,-57
NR2E3 ag-2,11
Shn3 3UTR inh,-19
KKLEB tox,1
TROY NFkB inh,-8
TWEAK Fn14 block,-7

The whole of this part, from the start:
1	COc1ccc(CCNC(=O)C2CCN(S(=O)(=O)c3ccc4c(c3)oc(=O)n4C)CC2)cc1OC
2	CSc1ccccc1NC(=O)CSc1nnc(COc2ccccc2)o1
3	NC(=O)c1sc2nc3c(c(-c4cccs4)c2c1N)CCCCC3
4	Cc1ccc(C2c3c(oc4cc(C)c(C)cc4c3=O)C(=O)N2CCCN2CCOCC2)cc1 (stereo not given)
5	Cc1ccc(-c2nnn(CC(=O)N(c3ccccc3)C(C(=O)NC3CCCC3)c3ccncc3)n2)o1 (stereo not given)
screen / no.,1,2,3,4,5
NR2E3 ag-1,6,0,2,11,-2
CF NFkB inh,18,7,91*,0,12
C8 TRAIL sens,20,-6,1,-5,-25
Peg3 promoter,13,-2,14,-5,21
TRPM1 prom inh,6,5,-1,-2,-1
HIF-2a inh,6,5,34,-10,13
NR2E3 ag-2,1,-5,-38,-2,-18
Shn3 3UTR inh,-19,2,-5,7,7
KKLEB tox,-4,-2,-51*,0,3
TROY NFkB inh,4,-13,-6,-3,-7
TWEAK Fn14 block,-4,-12,76*,-5,-5

6	O=C(NCC1CCCO1)c1cccc(S(=O)(=O)Nc2cccc(C(F)(F)F)c2)c1 (stereo not given)
7	O=C(NCc1cccnc1)C1CCN(S(=O)(=O)c2cccnc2)CC1
8	Cc1ccc(N2C(=O)[C@@H]3[C@H](C2=O)[C@H]2C=CC=NN2[C@@H]3C(=O)Nc2ccccc2)cc1
9	COc1ccc(S(=O)(=O)NN(C)C)cc1N(C)S(=O)(=O)c1ccc(Cl)cc1
10	CCOc1ccc2ccccc2c1/C=N/NC(=O)c1ccc(C)nc1
screen / no.,6,7,8,9,10
NR2E3 ag-1,/,1,0,0,-3
CF NFkB inh,-25,7,-3,-4,11
C8 TRAIL sens,-1,-10,1,-16,6
Peg3 promoter,4,-1,-10,4,-10
TRPM1 prom inh,-3,-5,5,-10,-8
HIF-2a inh,14,2,-57,11,-31
NR2E3 ag-2,-17,-32,11,-19,0
Shn3 3UTR inh,12,/,-19,-9,23
KKLEB tox,5,-2,1,2,-1
TROY NFkB inh,-8,-6,-8,-5,-34
TWEAK Fn14 block,-10,12,-7,-17,-42

11	COc1ccccc1CN(C)C(=O)c1cnc(C)cn1
12	CCCCNc1nccnc1-c1cccc(C=O)c1
13	O=C(O)c1cccc(NS(=O)(=O)c2ccc3c(c2)C(=O)c2ccccc2C3=O)c1
14	OC(CNCC1CCCO1)COc1ccc(OCC(O)CNCC2CCCO2)cc1 (stereo not given)
15	CC(=O)NC(Cc1ccccc1)C(=O)NC(Cc1ccccc1)C(=O)O (stereo not given)
screen / no.,11,12,13,14,15
NR2E3 ag-1,0,/,2,0,-1
CF NFkB inh,18,-16,6,3,4
C8 TRAIL sens,2,-5,16,-5,6
Peg3 promoter,-1,9,-1,-1,7
TRPM1 prom inh,2,/,5,1,-12
HIF-2a inh,3,3,2,14,14
NR2E3 ag-2,-27,-8,7,-7,-15
Shn3 3UTR inh,8,-3,7,2,-21
KKLEB tox,-14,3,5,3,-2
TROY NFkB inh,-6,-10,6,9,-9
TWEAK Fn14 block,23,-1,9,11,18

16	COc1cc(Cl)c(C)cc1NC(=O)CN1CCN(C(=O)c2cccs2)CC1
17	O=C(Cc1ccc(F)cc1)Nc1nnc(SCC(=O)N2CCCCC2)s1
18	CCOC(=O)C1(Cc2cccc(OC)c2)CCN(Cc2ccc(OC)c(OC)c2)CC1
19	Cc1ccc(C(=O)Nc2ccc3nccnc3c2)cc1
20	C/C(=N\NC(=O)c1ccc(=O)[nH]n1)c1cccnc1
screen / no.,16,17,18,19,20
NR2E3 ag-1,/,1,-1,1,1
CF NFkB inh,1,19,17,7,4
C8 TRAIL sens,-9,4,2,76*,-1
Peg3 promoter,6,19,1,-49,2
TRPM1 prom inh,/,-2,0,-11,0
HIF-2a inh,13,24,1,-33,10
NR2E3 ag-2,26,3,-49,-78,10
Shn3 3UTR inh,36,-8,8,12,-6
KKLEB tox,2,-1,-17,-7,-12
TROY NFkB inh,2,7,3,-18,-4
TWEAK Fn14 block,-3,-8,9,49,6

21	COc1ccc(S(=O)(=O)N2CCC3(CC2)OCCN3S(=O)(=O)c2cccs2)cc1OC
22	Cc1ccc2c(Cl)c(C(=O)NCCCN3CCOCC3)sc2c1
23	CS(=O)(=O)c1ccc(N2CCN(c3ccccn3)CC2)c([N+](=O)[O-])c1
24	COc1ccc(C(=O)Cn2c(=O)oc3ccc(C)cc32)cc1
25	O=C(CSc1cn(Cc2cccc(F)c2)c2ccccc12)NCc1ccc(F)cc1
screen / no.,21,22,23,24,25
NR2E3 ag-1,-3,/,2,5,2
CF NFkB inh,13,-9,1,8,9
C8 TRAIL sens,6,-9,20,-1,24
Peg3 promoter,-5,-111,-8,-20,16
TRPM1 prom inh,7,/,-2,-14,/
HIF-2a inh,16,-109,-11,-27,10
NR2E3 ag-2,-13,-20,-8,-22,-21
Shn3 3UTR inh,29,-38,10,-6,22
KKLEB tox,-7,-1,1,1,-11
TROY NFkB inh,17,-56,17,-25,21
TWEAK Fn14 block,-7,-11,-21,1,7

Assay codes: A = NR2E3 ag-1; B = CF NFkB inh; C = C8 TRAIL sens; D = Peg3 promoter; E = TRPM1 prom inh; F = HIF-2a inh; G = NR2E3 ag-2; H = Shn3 3UTR inh; I = KKLEB tox; J = TROY NFkB inh; K = TWEAK Fn14 block
26. COc1cc(/C=N/NC(=O)c2ccc(CSc3nc4ccccc4[nH]3)cc2)ccc1O
  A: -3	B: 3	C: 1	D: 5	E: -5	F: 2	G: 7	H: -19	I: -6	J: 9	K: 21

27. COC(=O)c1sccc1NC(=O)Nc1ccccc1Cl
  A: /	B: -4	C: 9	D: 7	E: 20	F: 7	G: 3	H: -1	I: 2	J: -10	K: -4

28. COc1ccccc1Oc1ccc(S(=O)(=O)N2CCCC2)cc1
  A: 0	B: -11	C: -10	D: -4	E: 2	F: -51	G: -3	H: 15	I: -9	J: -15	K: 2

29. O=C1O[C@@H](c2ccccc2)C[C@@H](O)[C@H](O)CCCCc2ccccc21
  A: /	B: /	C: -10	D: /	E: /	F: 3	G: -12	H: /	I: /	J: -3	K: 5

30. CN(C)CCNc1nc(-c2ccco2)c2c(c1C#N)CC(C)(C)OC2
  A: -1	B: 4	C: -1	D: 4	E: 1	F: -5	G: -1	H: -10	I: -34	J: -1	K: -17

31. O=[N+]([O-])c1cccc(/C=N/n2cnnc2)c1O
  A: -1	B: 4	C: -1	D: 3	E: 15	F: -1	G: 12	H: 6	I: -1	J: -13	K: 10

32. COc1ccc2c(c1)cc1c(=O)n(CC(=O)NC(C)CCc3ccccc3)nc(C)n12 (stereo not given)
  A: 4	B: 10	C: -2	D: 5	E: -5	F: 4	G: 32	H: 3	I: 8	J: -2	K: -4

33. Cn1ccsc1=NC(=O)c1ccc(S(C)(=O)=O)cc1
  A: 6	B: 6	C: -8	D: -100	E: -9	F: -95	G: -28	H: 9	I: 21	J: -15	K: -15

34. CC(=O)Nc1ccc(NC(=O)C(C)OC(=O)CCCc2c[nH]c3ccccc23)cc1 (stereo not given)
  A: -5	B: 6	C: 0	D: -9	E: -6	F: -13	G: -5	H: 18	I: 0	J: -1	K: -8

35. O=S(=O)(/N=C(/Nc1cccc2ccccc12)c1ccccc1)c1ccc(F)cc1
  A: -3	B: 8	C: 7	D: 19	E: 2	F: 17	G: -19	H: 11	I: -11	J: -7	K: -5

36. CCOC(=O)c1cc(-c2ccccc2)nc2c(O)cccc12
  A: /	B: -1	C: -11	D: -1	E: -3	F: -40	G: 8	H: 24	I: 3	J: -40	K: 12

37. COCCSc1nc(N)c(NC(=O)c2ccco2)c(=O)[nH]1
  A: 1	B: -4	C: -1	D: -1	E: -2	F: 5	G: 3	H: 13	I: -1	J: -10	K: 7

38. CSc1ccccc1C(=O)Nc1cc2c(cc1C(=O)O)OCCCO2
  A: 1	B: -10	C: 2	D: -7	E: 15	F: 17	G: -14	H: -2	I: 2	J: 11	K: 17

39. COc1ccc(C(C(=O)NC2CCCC2)N2CCc3ccccc32)cc1 (stereo not given)
  A: 6	B: -1	C: -2	D: -2	E: /	F: 2	G: -21	H: -13	I: 4	J: -25	K: 5

40. CCOCCCNC(=O)C1(O)c2cc(Br)ccc2NC(=O)N1c1cccc(OC)c1 (stereo not given)
  A: 0	B: 7	C: 3	D: 12	E: 8	F: 13	G: 0	H: -10	I: -1	J: 9	K: 2

41. CCCCNS(=O)(=O)c1ccc2nc(SCC(N)=O)[nH]c2c1
  A: 1	B: 4	C: -5	D: 8	E: -3	F: 9	G: 5	H: 19	I: 14	J: 3	K: -7

42. Cc1c(NCc2cc(Cl)cc(Cl)c2O)c(=O)n(-c2ccccc2)n1C
  A: 4	B: 15	C: 1	D: -2	E: 12	F: 9	G: 10	H: -4	I: 7	J: 8	K: 5

43. O=[N+]([O-])c1ccc(OC/C=C2\Oc3ccc([N+](=O)[O-])cc3C2N2CCOCC2)cc1 (stereo not given)
  A: 1	B: -4	C: 4	D: -17	E: 7	F: 22	G: -2	H: 10	I: -5	J: 12	K: -29

44. COc1ccc(CNC(=O)CCn2nc(C)c3c(C)n(-c4ccccc4)nc3c2=O)c(OC)c1
  A: -2	B: -14	C: -15	D: 9	E: 10	F: 10	G: -30	H: -6	I: 10	J: 7	K: -4

High-throughput results as filed in PubChem.
